From PubChem BioAssay
CaV13 ICDI inh: Primary screen for inhibitors of IQ motif and Ca2+-dependent inactivation inhibitor domain binding in CACNA1D, Förster resonance energy transfer in living cells, …; inhibition, % at 12.3 µM; 340,000 compounds, 0.098% hits; HEK cells, CFP/YFP FRET ICDI-IQ, plate reader, 10 min; percent FRET-ratio fall versus neutral wells;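 active means mean replicate inhibition of at least 30% and at least 1% of replicates passing that level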;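 further: 0% = median of the neutral control wells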
The depositor's hits bear a star. The list is partial, so the mix of outcomes need not match the whole.

SMILES | CaV13 ICDI inh
CC(C)C[C@H](NC(=O)c1ccccc1)C(=O)N1CCC[C@H]1C(=O)NCc1ccccc1 | -2.5
COC(=O)C1=C(C)N(Cc2ccccc2)C(=S)NC1c1ccc(Cl)cc1 (stereo unspecified) | -2.2
O=C(N[C@@H](Cc1cccnc1)C(=O)N1CCC[C@H]1C(=O)NC1CCCC1)C1CCCC1 | -2.5
CC(CNC(=O)[C@@H](Cc1ccccc1)NC(=O)[C@H]1O[C@@H](n2ccc(=O)[nH]c2=O)[C@H](O)[C@@H]1O)c1ccccc1 (stereo partly specified) | -2.9
O=C(C(=O)N1CCN(S(=O)(=O)c2ccc(C(F)(F)F)cc2)CC1)c1cccc(C(F)(F)F)c1 | -9.3
COc1cccc(CN(C)C(=O)[C@@H](Cc2ccccc2)NC(=O)[C@H]2O[C@@H](n3ccc(=O)[nH]c3=O)[C@H](O)[C@@H]2O)c1 | -2.1
CC(C)(C)c1ccc(S(=O)(=O)N2CCN(C(=O)C(=O)c3cccc(C(F)(F)F)c3)CC2)cc1 | -9.4
Cc1cc(NC(=O)CSc2ccc(-c3ccc4c(c3)OCO4)nn2)no1 | -4.9
O=C(NCc1ccccc1)[C@@H]1CCCN1C(=O)[C@H]1CCCN1C(=O)c1ccc(OC(F)(F)F)cc1 | -10.5
Cc1cccc(N2CCN(C(=O)c3ccc4c(=O)[nH]c5c(C(=O)NC6CCCC6)sc(=S)n5c4c3)CC2)c1C | -8.6
COCc1[nH]nc2c1C(c1cccc(C(F)(F)F)c1)NC2=O (stereo unspecified) | -3.8
COC(=O)C1=C(C)N(Cc2ccccc2C(F)(F)F)C(=NCc2ccc(C(F)(F)F)cc2)NC1c1ccc(C(F)(F)F)cc1 (stereo unspecified) | -5.8
CC1=C(C(=O)OCc2ccccc2)C(c2ccc(Cl)cc2)NC(=O)N1CCCC(=O)O (stereo unspecified) | -9.8
CCCCCCN(C(=O)CCCCCN1C(=O)NC(c2ccc(-c3ccccc3)cc2)C(C(=O)OCc2ccccc2)=C1C)C(C(=O)NCCCC)c1ccc(OCC(=O)OC)c(C(=O)OC)c1 (stereo unspecified) | -6.5
CCCCCCCCN1C(=O)[C@@H](CC(=O)NCc2cccc3ccccc23)C[C@@]2(C(=O)OC)C1=C[C@H](C1CCCC1)O[C@@H]2C | -6.0

Overlap with the part before: 4 compounds; new compounds follow.
SMILES | CaV13 ICDI inh
COC(=O)C1=C(C)N(Cc2ccccc2C(F)(F)F)C(=NCc2ccc(C(F)(F)F)cc2)NC1c1ccc(C(F)(F)F)cc1 (stereo unspecified) | -5.8
CC1=C(C(=O)OCc2ccccc2)C(c2ccc(Cl)cc2)NC(=O)N1CCCC(=O)O (stereo unspecified) | -9.8
CCCCCCN(C(=O)CCCCCN1C(=O)NC(c2ccc(-c3ccccc3)cc2)C(C(=O)OCc2ccccc2)=C1C)C(C(=O)NCCCC)c1ccc(OCC(=O)OC)c(C(=O)OC)c1 (stereo unspecified) | -6.5
CCCCCCCCN1C(=O)[C@@H](CC(=O)NCc2cccc3ccccc23)C[C@@]2(C(=O)OC)C1=C[C@H](C1CCCC1)O[C@@H]2C | -6.0
Cn1cc(CC(=O)Nc2ccc(Oc3cccnc3)cc2)c2ccccc21 | -2.2
C[C@@H]1ON(C)[C@H]2C[C@H]3c4[nH]c5c(-c6cccc(Cl)c6)cccc5c4CCN3C(=O)[C@@H]12 | -4.8
CCN=C1NC(c2ccc(C(F)(F)F)cc2)C(C(=O)OC)=C(C)N1Cc1cccc(C(F)(F)F)c1 (stereo unspecified) | -3.1
CCCc1nc2c3ccccc3ccn2c1Cc1ccccc1OC | -6.8
COC(=O)c1cc(NC(=O)C2CCCN(S(=O)(=O)c3c(C)n[nH]c3C)C2)cc(C(=O)OC)c1 (stereo unspecified) | -3.2
COC(=O)C1=C(C)N(Cc2ccccc2C(F)(F)F)C(=NCc2ccc(C(F)(F)F)cc2)NC1c1cccc(Cl)c1 (stereo unspecified) | -10.3
CCOC(=O)N1CCN(C(=O)C[C@H]2C[C@@]3(C(=O)OC)C(=C[C@H](C(C)C)O[C@@H]3C3CC3)N(Cc3ccccc3)C2=O)CC1 | -4.4
CCCC(=O)OC[C@H]1CN(C2CCCC2)S(=O)(=O)c2c(Oc3ccccc3)cccc2O1 | -4.6
CCN(Cc1cc2ccccc2[nH]c1=O)C(=O)c1cccc([N+](=O)[O-])c1 | -5.0
COC(=O)C1=C(C)N(C)C(=NCc2ccccc2)NC1CCc1ccccc1 (stereo unspecified) | -4.2
C[C@H]1CN([C@@H](C)CO)C(=O)CCCn2cc(nn2)CO[C@@H]1CN(C)C(=O)C1CC1 | -5.7
COC(=O)[C@]12C[C@H](CC(=O)NCc3ccc(C)o3)C(=O)N(CCC3=CCCCC3)C1=C[C@H](COCc1ccccc1)O[C@@H]2C | -9.2
CC1(C)OC(=O)C2=C(CC(CCc3ccccc3)OC2CCc2ccccc2)O1 (stereo unspecified) | -10.3
COC(=O)C1=C(C)N(Cc2ccc(C(F)(F)F)cc2)C(=NCc2ccccc2C(F)(F)F)NC1c1ccc(F)cc1 (stereo unspecified) | -4.1
CN1OC[C@@H]2CN(Cc3ccc4c(c3)OCO4)[C@H](c3ccc(-n4ccnc4)cc3)C[C@@H]21 | -3.8
Cc1ccc(C2CC(C(F)(F)F)n3nc(C(=O)NCC4CCCO4)cc3N2)cc1 (stereo unspecified) | -4.2
COc1ccc(C2=NOC(C(=O)NCc3cccs3)C2)cc1OC (stereo unspecified) | -6.1
Cn1c(=O)c(C(=O)COC(=O)c2cc(C3CC3)nc3ccccc23)c(N)n(Cc2ccccc2)c1=O | -3.8
C=CCN=C1NC(c2cccc(C(F)(F)F)c2)C(C(=O)OC)=C(C)N1Cc1ccccc1C(F)(F)F (stereo unspecified) | -10.8
O=C(CC1Sc2ncnn2C1=O)Nc1ccc(Cl)cc1 (stereo unspecified) | -2.0
C[C@@H]1ON(C)[C@H]2C[C@H]3c4cc(N5CCN(C)CC5)ccc4CCN3C[C@@H]12 | -3.8
Cc1cccc(Cl)c1NC(=O)NCCCN1CCOCC1 | -4.3
COc1ccc(-c2ccc3c(n2)CCCN3S(=O)(=O)c2ccccc2C)cc1 | -6.2
COc1cc(NC(=O)[C@@H](Cc2ccccc2)NC(=O)[C@H]2O[C@@H](n3ccc(=O)[nH]c3=O)[C@H](O)[C@@H]2O)cc(OC)c1OC | -2.3
COc1cc([N+](=O)[O-])ccc1-c1ccc(/C=N/NC(=O)c2ccccc2O)o1 | -6.9
C=CCNc1cccc2c1S(=O)(=O)N[C@@H](C)CO2 | -4.6
CCOC(=O)C1=C(C)N(CCCC(=O)NCc2ccc3c(c2)OCO3)C(=O)NC1c1ccc(Br)cc1 (stereo unspecified) | -6.0
COc1ccc(Oc2cccc3c2S(=O)(=O)N(C2CC2)C[C@@H](COCc2ccccc2)O3)cc1 | -7.2
COC(=O)N(C)C[C@H]1OCc2cnnn2CCCC(=O)N([C@H](C)CO)C[C@@H]1C | -5.9
COC(=O)c1cc2c(c3c4cc(OC)ccc4n(S(=O)(=O)c4cccc(C)c4)c13)C(=O)N(Cc1ccc(C(F)(F)F)cc1)C2 | -4.0
C#CCN(C[C@H]1[C@H](OC(=O)Nc2cccs2)[C@H](OC(=O)Nc2cccs2)CN(C(=O)OC(C)C)N1C(=O)OC(C)C)S(=O)(=O)c1ccc(C)cc1 | -7.1
COc1ccc(OC)c(CC(NC(C)=O)C(=O)NC2CCN(c3cc(C)nc4ncnn34)CC2)c1 (stereo unspecified) | -18.3
CCN=C1NC(c2cccc(Cl)c2)C(C(=O)OC)=C(C)N1Cc1ccccc1C(F)(F)F (stereo unspecified) | -5.0
O=C1N[C@@H](Cc2ccccc2)C(=O)N2[C@@H]1C[C@]1(Br)c3ccccc3N(S(=O)(=O)c3ccccc3)[C@H]21 | -4.5
CC(=O)c1cccc(OCC(=O)N(C)CC(=O)Nc2ccc(F)cc2)c1 | -15.3
COC(=O)[C@]12C[C@H](CC(=O)NCc3ccc(C)o3)C(=O)N(Cc3ccc4c(c3)OCO4)C1=C[C@H](C(C)(C)C)O[C@@H]2C | -10.2
CC(=O)Nc1ccc(S(=O)(=O)NCC2CCN(C(=O)C(=O)c3cc4ccccc4o3)CC2)cc1 | -8.6
CC(=O)N1CCN(c2ccc(N3CCN(Cc4ccccc4)[C@H](C)C3)c(C)c2)[C@@H](C)C1 | -6.7
CCOc1cc(C(=O)N2CCc3cc(OC)c(OC)cc3C2)ccc1OC(F)F | -6.0
O=C(O)CC(Sc1ccc(Cl)cc1)C(=O)Nc1ccccc1 (stereo unspecified) | -12.1
Oc1ccc(/C=N/Nc2ccc(C(F)(F)F)cn2)cc1O | -4.5
Cc1ccccc1CN1[C@@H](CC(C)C)COc2cc(Br)ccc2S1(=O)=O | -5.3
COCc1cc(N2CCN(C(=O)OC(C)(C)C)C[C@H]2C)ccc1N1CCN(Cc2ccccc2)[C@H](C)C1 | -7.9
CCN=C1NC(c2cccc(F)c2)C(C(=O)OC)=C(C)N1Cc1ccccc1C(F)(F)F (stereo unspecified) | -10.6
CCOC(=O)C1=C(C(=O)OCC)C2N(Cc3ccc(C#N)cc3)c3ccccc3[C@@]23C[C@@H](C(=O)OC)N(S(=O)(=O)c2ccccc2)C3=N1 (stereo partly specified) | -9.2

Shown with tabs: entries from further up
compound	CaV13 ICDI inh
CCOc1cc(C(=O)N2CCc3cc(OC)c(OC)cc3C2)ccc1OC(F)F	-6.0
COC(=O)[C@]12C[C@H](CC(=O)NCc3ccc(C)o3)C(=O)N(Cc3ccc4c(c3)OCO4)C1=C[C@H](C(C)(C)C)O[C@@H]2C	-10.2

Taken from above, 4 compounds:
SMILES | CaV13 ICDI inh
CC(C)C[C@H](NC(=O)c1ccccc1)C(=O)N1CCC[C@H]1C(=O)NCc1ccccc1 | -2.5
COC(=O)C1=C(C)N(Cc2ccccc2)C(=S)NC1c1ccc(Cl)cc1 (stereo unspecified) | -2.2
O=C(N[C@@H](Cc1cccnc1)C(=O)N1CCC[C@H]1C(=O)NC1CCCC1)C1CCCC1 | -2.5
CC(CNC(=O)[C@@H](Cc1ccccc1)NC(=O)[C@H]1O[C@@H](n2ccc(=O)[nH]c2=O)[C@H](O)[C@@H]1O)c1ccccc1 (stereo partly specified) | -2.9

The list continues.
SMILES | CaV13 ICDI inh
C=CCCC1CN(Cc2ccc(OC)cc2)S(=O)(=O)c2c(cccc2Sc2ccc(OC)c(OC)c2)O1 (stereo unspecified) | -7.8
N#Cc1cc(F)cc(OCCCN2CCC(C(O)(c3ccccc3)c3ccccc3)CC2)c1 | -9.3
COC(=O)[C@]12C[C@H](CC(=O)NCc3cccc4ccccc34)C(=O)N(CCC3=CCCCC3)C1=C[C@H](COCc1ccccc1)O[C@@H]2C | -9.8
Nc1[nH]c(C(=O)c2ccc(Br)cc2)c(-c2ccncc2)c1C(=O)c1ccccc1 | -14.6
CCCCCCCCN1C(=O)[C@@H](CC(=O)N2CCN(C(=O)C3CC3)CC2)C[C@@]2(C(=O)OC)C1=C[C@H](C(C)(C)C)O[C@@H]2C | -7.5
Cc1ccc2cccc(OC(=O)c3cccnc3Oc3ccccc3)c2n1 | -2.9
Cc1ccc(C(=O)NNC(=O)CSc2nnc(CNc3ccc(F)cc3)n2C)cc1 | -5.2
CC(=O)Nc1cccc(NC(=O)c2oc3ccccc3c2C)c1 | -3.1
CC1(NC(=O)CC[N+](C)(C)CCO)CS(=O)(=O)CC1S(=O)(=O)[O-] (stereo unspecified) | -5.2
Nc1ncnc2c1ncn2[C@@H]1O[C@H](C(=O)N[C@@H](CCc2ccccc2)C(=O)N2CCCN(Cc3cccs3)CC2)[C@@H](O)[C@H]1O | -10.0
CCOC(=O)Cn1c2c(n(-c3ccc(F)cc3)c1=O)C=C(c1ccccc1)[C@@H](C)C(C(=O)N(C)C1CCCCC1)=C2 | -5.3
OC(c1ccccc1)(c1ccccc1)C1CCN(CCCOc2cc(F)cc(F)c2)CC1 | -7.8
COc1ccc(C(=O)NC(=S)NNC(=O)c2cccc(C)c2)cc1 | -2.4
C[N+]1(CC(=O)NNc2c3ccccc3nc3ccccc23)CCOCC1 | 8.0
O=S1(=O)N[C@H](c2ccccc2)COc2cc(Br)ccc21 | -4.5
CCCCS(=O)(=O)N1CCCc2nc(C)c(C)cc21 | -6.4
O=C(C=Cc1ccc(OCc2ccccc2)cc1)c1c(F)cccc1F | -5.8
O=C(NCc1ccccc1)[C@H]1CCCN1C(=O)[C@H]1CCCN1C(=O)c1cccc2ccccc12 | -10.9
Cc1ccc(C2=CC(=O)CC(C)(C)C2=O)cc1 | -8.3
CCn1c(CNC(=O)c2ccccc2F)nnc1SCc1nc2ccccc2c(=O)[nH]1 | -4.4
CCN1CCCC1CN(Cc1cc2cc(C)cc(C)c2[nH]c1=O)C(=O)Nc1ccccc1OC (stereo unspecified) | -5.4
O=C1NCCOc2ccccc21 | -12.4
Cc1cc(N=O)no1 | -8.7
COC(=O)[C@]12C[C@H](CC(=O)NCCC(C)C)C(=O)N(Cc3ccccc3)C1=C[C@H](C1CCCC1)O[C@@H]2C | -9.6
COc1nccnc1NS(=O)(=O)c1ccc(N=Cc2c(C)[nH]n(-c3ccc(Cl)cc3)c2=O)cc1 | -15.5
S=C(NCC1CCCO1)n1nnc2ccccc21 (stereo unspecified) | -5.0
COc1ccc(CCC(=O)Nc2sccc2C#N)cc1 | -4.8
Cc1cc(N2CCN(CC(C)(C)O)C[C@@H]2C)ccc1N1CCN(Cc2ccccc2)[C@H](C)C1 | -10.5
Cc1cc(C)cc(NC(=O)CSc2ncc(S(=O)(=O)c3ccccc3)c(=O)[nH]2)c1 | -4.7
Cc1cccc2nc(-c3ccccc3)c(-c3ccc(CN4CCC5(CC4)CNc4ccccc45)cc3)nc12 | -11.7
CCOC(=O)C1=C(C(=O)OCC)C2N(Cc3ccccc3)c3ccccc3[C@@]23C[C@@H](C(=O)OC)N(S(=O)(=O)c2ccc(C(F)(F)F)cc2)C3=N1 (stereo partly specified) | -4.2
C[C@@H]1C=CC(=O)O[C@@H]1c1ccc(Cl)cc1 | -7.3
Cc1ccc(S(=O)(=O)N2CCC(=O)N(CCOC(=O)NCc3ccccc3)CC2)cc1 | -12.0
O=S1(=O)N[C@@H](Cc2ccccc2)COc2cccc(NCCO)c21 | -5.8
